Assay outcomes: PubChem, several laboratories
NPY2 pot ag: potentiators or agonists of human neuropeptide Y receptor Y2 | activation, % at 3.6 µM | hit rate 0.45% among 220,000 | P49146 | cells expressing NPY-Y2, potentiator/agonist read-out; in the data active = activation above about 27%;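 note: cells stimulated with NPY near EC25 plus isoproterenol at EC100; 0% = vehicle plus submaximal agonist and 100% = vehicle plus saturating agonist; some results beyond the cut were filed as inactive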
NPY1 pot ag: potentiates or activates human NPY-Y1 receptor; activation, % at 3.6 µM; hit rate 0.37% among 220,000; AID 1304; NPY-Y1 expressing cells, potentiator/agonist activation; in the data active = activation above about 33%, passing the limit was not always enough;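 note: cells stimulated with NPY at EC10 then isoproterenol at EC100; 0% = low agonist plus stimulus and 100% = saturating agonist plus stimulus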
S1P4 ag: activates the human S1P4 receptor | O95977 | S1P4-expressing cell line, agonist reporter assay | activation, % at 4.98 µM | hit rate 0.35% among 220,000 | AID 1509; in the data active = activation above about 11%;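 note: 0% = DMSO vehicle and 100% = reference agonist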
Target sequence (O95977 whole entry, looked up): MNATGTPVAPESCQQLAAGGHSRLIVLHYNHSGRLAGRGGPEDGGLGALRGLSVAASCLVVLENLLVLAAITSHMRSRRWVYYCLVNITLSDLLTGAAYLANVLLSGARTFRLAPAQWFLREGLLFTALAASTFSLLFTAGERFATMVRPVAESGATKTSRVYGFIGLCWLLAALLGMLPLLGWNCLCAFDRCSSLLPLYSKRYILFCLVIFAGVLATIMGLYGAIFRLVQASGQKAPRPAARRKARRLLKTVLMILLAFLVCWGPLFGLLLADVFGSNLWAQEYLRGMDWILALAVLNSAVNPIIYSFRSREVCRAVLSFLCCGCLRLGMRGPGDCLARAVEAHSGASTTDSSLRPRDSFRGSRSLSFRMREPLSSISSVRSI
S1P4 antagonist: blocks the human S1P4 receptor; S1P4-expressing cells, antagonist mode, reporter read-out; inhibition, % at 4.98 µM; hit rate 0.26% among 220,000; AID 1510; in the data active = inhibition above about 29%;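 note: 0% = wells stimulated with agonist and 100% = vehicle wells without agonist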
TRPML3 ag: human mucolipin-3 channel agonism; hit rate 0.29% among 220,000; Q8TDD5; activation, % at 3 µM; HEK293 TRPML3-YFP, Fluo-8 calcium fluorescence; 100% = the carbachol control signal;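 active = activation above its plate's cutoff, the mean activation of the plate's test wells plus 3 SD, cut at about 12% in these data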;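 note: 0% = DMSO only wells and 100% = carbachol wells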
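Test system: TRPML3-YFP stable HEK293 cells. Doses: single point at 3 µM. Incubation: dye loading 1 h 37 °C then 30 min ambient, 125 s read. Signal: Fluo-8 calcium dye fluorescence, ex 470-495, em 515-575 nm. Measure: percent activation from peak-to-basal fluorescence ratio, scaled between DMSO and carbachol.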
NPY Y1 blocker: NPY-Y1 (human) receptor antagonism; P25929; HEK293-CNG Y1 cells, membrane potential fluorescence; NPY at EC95, then isoproterenol; inhibition, % at 3.6 µM; hit rate 1% among 200,000; AID 1040;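 active = inhibition above the campaign mean inhibition of all tested compounds plus 3 SD, cut at about 20% in these data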;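 note: 0% = DMSO wells given NPY plus isoproterenol and 100% = isoproterenol alone without NPY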
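Benchmarks – high control isoproterenol alone, low control NPY with isoproterenol · Material – HEK293 Y1/CNG channel cell line · Times – dye 3 h, compound 60 min room temperature, stimulation 45 min · Probe or stimulus – NPY (25 nM), isoproterenol (1 µM), Ro 20-1724 (25 µM) · Evaluation – % inhibition of NPY effect · Signal – fluorescence, membrane potential probe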
TRPN1 ag: agonists of zebrafish TRPN1 channel; HEK293 zebrafish TRPN1-YFP, Fluo-8 calcium fluorescence; 100% = response to 87 µM carbachol; activation, % at 3 µM; AID 1424; hit rate 0.18% among 220,000;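 active = activation above its plate's cutoff, the mean activation of test wells on that plate plus 3 SD, cut at about 19% in these data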;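 note: 0% = DMSO alone and 100% = 87 µM carbachol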
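Material: zebrafish TRPN1-YFP in HEK293 cells. Doses: one dose of 3 µM, 0.3% DMSO. Incubation: dye 1 h 37 °C plus 30 min RT. Measured by: intracellular calcium fluorescence with Fluo-8.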
EP2 mod: modulators of human EP2 prostaglandin E2 receptor. P43116. EP2-expressing cells, cAMP HTRF FRET, PGE2 co-stimulation. induction, % at 25 µM. hit rate 0.83% among 260,000;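 active = compounds whose cAMP rise, as percent of the full-agonist control response, exceeds 60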;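 note: rat C6 glioma line stably carrying human EP2 under a CMV promoter; the protocol text gives 20 µM as final concentration; 100% = response of wells given 1 µM PGE2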
Target sequence (P43116 whole entry, looked up): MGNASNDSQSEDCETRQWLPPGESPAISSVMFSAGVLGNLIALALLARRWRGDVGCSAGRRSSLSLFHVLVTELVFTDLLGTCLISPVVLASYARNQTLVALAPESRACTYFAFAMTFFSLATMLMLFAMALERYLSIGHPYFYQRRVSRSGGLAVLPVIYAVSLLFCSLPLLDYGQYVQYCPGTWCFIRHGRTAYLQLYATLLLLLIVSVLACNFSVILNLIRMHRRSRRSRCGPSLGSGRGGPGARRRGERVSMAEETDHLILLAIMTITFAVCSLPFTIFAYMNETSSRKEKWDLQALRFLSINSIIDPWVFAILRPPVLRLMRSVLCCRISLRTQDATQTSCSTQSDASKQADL
CHOP inh: inhibitors of CHOP induction in ER stress response | CHO-K1 CHOP-promoter luciferase, tunicamycin-induced, 15-18 h | AID 2732 | hit rate 3.8% among 220,000 | inhibition, % at 10 µM;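 active = compounds that reduced the stress-induced luciferase reporter signal by more than about 70% of percent inhibition, limit read from the data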;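 note: 0% = tunicamycin plus vehicle and 100% = wells without tunicamycin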
The depositor's hits bear a star; . = not tested or not shown; & = joins results of further samples.

nr	SMILES	NPY2 pot ag	NPY1 pot ag	S1P4 ag	S1P4 antagonist	TRPML3 ag	NPY Y1 blocker	TRPN1 ag	EP2 mod	CHOP inh
1	O=C(COC(=O)C1CC(=O)N(Cc2ccco2)C1)c1ccc(OC(=O)c2ccco2)cc1 (configuration not stated)	8	-2	3.5	-2	0.2	-2	0.7	-3&-51	-11
2	O=C(NCc1ccco1)C1CCCN(S(=O)(=O)c2cccc3nsnc23)C1 (configuration not stated)	-3	2	0.8	-2	0.5	2	0.5	2	1
3	CCOC(=O)C(=O)/C(=C\N(C)C)c1onc(-c2ccccc2Cl)c1C(=O)OC	-3	-11	-1.7	-36	1.1	0	0.2	16	24
4	Cc1ccc(CNC(=O)CCS(=O)(=O)c2ccc(C)cc2)cc1	1	-6	-1.1	10	0.4	5	-1.8	-2	-6
5	Cc1n[nH]c(C)c1S(=O)(=O)N(CC(=O)Nc1ccc2c(c1)OCCO2)c1ccc(C(C)C)cc1	14	3	0.7	-12	0.4	0	-0.4	-6	40
6	O=C(NCCc1ccccc1)c1ccc2nccnc2c1	3	15	2.5	-20	0.0	-2	-1.3	-39&-26	15
7	Cc1cc(C)nc(N/C(=N\S(=O)(=O)Cc2ccccc2)Nc2cccc(Cl)c2C)n1	-11	18	1.6	-8	-0.1	3	0.5	56	4
8	Cc1ccccc1/C(N)=N/OC(=O)c1cccs1	9	-3	-0.9	-7	0.8	2	1.3	-17	5
9	O=C(CSC1CC(=O)N(CC(c2ccccc2)c2ccccc2)C1=O)Nc1ccc(Cl)cc1 (configuration not stated)	-1	-16	0.8	-13	-0.5	0	0.2	15	53
10	CCOc1ccc(OCC)c(NS(=O)(=O)c2ccc3c(c2)CCN3C(=O)C2CCC2)c1	5	7	-1.5	8	-0.4	0	-0.3	14	30
11	Cc1[nH]c2ccccc2c1C(c1ccncc1)N1CCC(C)CC1 (configuration not stated)	3	-16	-0.4	1	0.7	0	1.0	27	-25
12	O=C(c1cccs1)N1CCN(Cc2ccncc2)CC1	9	2	2.4	-37	1.4	-4	0.6	30	-8
13	CCOC(=O)Nc1cccc(OCC(=O)Nc2ccccc2OCC)c1	-14	-13	2.9	-14	-0.3	6	-0.9	-16	21
14	Cc1sc(NC(=O)CN2CCOCC2)nc1-c1ccc2c(c1)CCN2S(=O)(=O)c1ccccc1	20	23	0.0	-10	1.4	-8	0.1	-22	72*
15	COc1ccc(O)c(/C=N/c2sc(C)c(C)c2C#N)c1	-3	-12	0.7	9	0.4	-5	0.1	-3	32
16	CC(C)(C)c1ccc(OC(=O)Nc2ccc(O)c(C(=O)O)c2)cc1	0	12	1.8	-12	1.8	.	2.1	9&21	62
17	O=C(CN(C(=O)CNS(=O)(=O)c1ccccc1)c1ccc2c(c1)OCCO2)NC1CCCCC1	-10	2	1.5	0	0.2	-3	0.4	25&8	-3
18	O=C(Nc1ccc2c(c1)OCCO2)c1cccnc1Oc1ccccc1	-5	-13	1.6	2	-1.1	.	-0.4	0	18
19	O=C(N/N=C/c1ccc([N+](=O)[O-])cc1)c1[nH]ncc1Br	8	22	-0.2	-14	0.9	6	-0.6	-28	-2
20	CCC(c1nnc(SCC(=O)N2CC(=O)Nc3ccccc32)n1Cc1ccccc1)N(C)C (configuration not stated)	-12	-13	0.6	7	0.5	3	0.4	-2	27
21	CN(C)C(=O)N1CCCC(C(=O)NCc2cccs2)C1 (configuration not stated)	5	7	0.0	-13	1.2	-6	-0.1	10	18
22	O=C(Nc1cccc(S(=O)(=O)N2CCOCC2)c1)c1cnccn1	6	-13	2.2	0	-0.3	4	0.0	30	-2
23	CCCCOC(=O)Nc1ccc(C(C)C)cc1	-4	-4	2.2	-14	0.1	4	0.2	14	10
24	O=C1CC(N(C(=O)c2ccco2)c2cccc(Cl)c2)C(=O)N1c1cccc(Cl)c1 (configuration not stated)	11	19	-0.7	-3	0.3	-1	1.3	15	11
25	Nc1nonc1-n1nnc(C(=O)N/N=C/c2cccnc2)c1CSC1=NCCS1	-25	-11	0.0	-2	0.6	.	3.5	-24	12
26	Cc1cc(C)c(S(=O)(=O)N2CCC(C(=O)NCc3ccco3)CC2)c(C)c1	-1	16	-2.0	-5	0.3	5	0.9	-16	20
27	CCN(CC)CCOCCOC(=O)C(CC)(CC)c1ccccc1	-28	-3	2.2	-13	1.2	.	1.0	-33	22
28	O=C(CNCc1cccs1)Nc1ccc(N2CCCCCC2)cc1	16	36	1.8	-17	-0.2	4	0.2	-65&-38	38
29	c1ccc(Oc2cc(-c3ccccc3)nc(-c3ccccc3)n2)cc1	-2	3	3.7	-23	0.5	-5	1.1	23	6
30	CCSc1nnc(NC(=O)Cc2ccc(OC)c(S(=O)(=O)N3CCOCC3)c2)s1	11	4	0.8	-20	0.2	0	-0.8	-12	11

31) COc1cccc(-n2cnc3sc4c(c3c2=O)CCC4)c1
32) COc1ccc(-n2c(Cc3cccn3C)nnc2SCC(=O)Nc2ccc(C)cc2)cc1
33) COC(=O)C1=C(N)Oc2cc(C)n(CC3CCCO3)c(=O)c2C1c1ccc(Cl)c(Cl)c1 (configuration not stated)
34) Brc1cccc(-c2nnc3sc(CNC4CCCC4)cn23)c1
35) COc1ccc(OC)c(C(=O)Cn2c3[n+](c4ccc(C(F)(F)F)cc42)CCCCC3)c1

Screen / compound no.,31,32,33,34,35
NPY2 pot ag,-7,13,21,-14,12
NPY1 pot ag,-7,0,20,-22,21
S1P4 ag,-0.5,-0.5,-1.2,0.2,-1.1
S1P4 antagonist,8,13,5,-6,-3
TRPML3 ag,-0.2,-0.2,-0.8,0.1,1.1
NPY Y1 blocker,5,-1,0,1,5
TRPN1 ag,0.8,-2.6,-1.9,0.4,-1.8
EP2 mod,9,35,-51,-15,14
CHOP inh,12,26,85*,18,-7

36) NS(=O)(=O)c1ccc(NS(=O)(=O)/C=C/c2ccccc2)cc1
37) O=C(CCN1C(=O)C2C3CC(C(Br)C3Br)C2C1=O)OCC(=O)c1ccccc1 (configuration not stated)
38) CC12C(=O)N(Cc3ccccc3)C(=O)C1C1C=CC2C1 (configuration not stated)
39) Cc1cc(NC(=O)c2ccccc2)c(Cl)cc1N
40) CCC(C)c1ccc(NC(=S)NCc2cccnc2)cc1 (configuration not stated)

Screen / compound no.,36,37,38,39,40
NPY2 pot ag,19,-15,-3,4,-11
NPY1 pot ag,8,10,1,12,-9
S1P4 ag,1.1,1.9,-0.1,-1.2,1.6
S1P4 antagonist,-5,-28,-10,1,1
TRPML3 ag,1.2,0.5,0.4,0.1,1.0
NPY Y1 blocker,-4,0,0,.,-5
TRPN1 ag,1.2,0.7,1.2,1.0,1.2
EP2 mod,3,-7,5,16,-13
CHOP inh,37,-4,12,72*,28

One compound at a time (already shown):
`CCC(C)c1ccc(NC(=S)NCc2cccnc2)cc1` (configuration not stated) is listed as NPY2 pot ag: -11; NPY1 pot ag: -9; S1P4 ag: 1.6; S1P4 antagonist: 1; TRPML3 ag: 1.0; NPY Y1 blocker: -5; TRPN1 ag: 1.2; EP2 mod: -13; CHOP inh: 28
`CC12C(=O)N(Cc3ccccc3)C(=O)C1C1C=CC2C1` (configuration not stated) is listed as NPY2 pot ag: -3; NPY1 pot ag: 1; S1P4 ag: -0.1; S1P4 antagonist: -10; TRPML3 ag: 0.4; NPY Y1 blocker: 0; TRPN1 ag: 1.2; EP2 mod: 5; CHOP inh: 12

Carrying on:
41) Cc1cc(Cl)ccc1OCCCC(=O)N1CCOCC1
42) C#CCOCCOCCOCCNc1nc(N2CCN(C(=O)[C@H](Cc3cc4ccccc4[nH]3)n3cc([C@@H](N)C(C)CC)nn3)CC2)nc(N2CCN(C(=O)[C@H](CCCCN)n3cc([C@@H](N)CC(C)C)nn3)CC2)n1 (some centres not stated)
43) COc1ccc(C2C(C#N)=C(N)N(c3ccccc3)C3=C2C(=O)CCC3)cc1Cn1cc([N+](=O)[O-])cn1 (configuration not stated)
44) COc1cc(O)oc1C=Nc1ccc(Cl)cc1
45) Cc1ccc(SCC(=O)c2c(C)nc3cc(C)ccn23)cc1

Screen / compound no.,41,42,43,44,45
NPY2 pot ag,8,8,3,2,-14
NPY1 pot ag,-11,11,7,-17,-30
S1P4 ag,0.7,0.1,-2.9,-0.9,-0.2
S1P4 antagonist,-12,3,3,13,-8
TRPML3 ag,-0.1,0.8,-1.6,0.2,2.3
NPY Y1 blocker,0,-4,-5,-1,6
TRPN1 ag,-1.0,-0.1,-1.6,0.9,2.2
EP2 mod,5,9,8,9,-11
CHOP inh,-10,27,30,12,30

46) Cc1ccccc1/C=N/N=C1/NC(=O)CCS1
47) Cc1ccc(-n2sc3ccccc3c2=O)cc1
48) COc1cc(OC)c(NC(=O)c2ccc3c(SCC(=O)O)c4c(nc3c2)CCCC4)cc1Cl
49) O=C1CC(N2CCN(CCc3ccccn3)CC2)C(=O)N1c1ccc(Cl)cc1 (configuration not stated)
50) COc1ccc(OC)c(-n2c(=S)[nH]c3cc(C(=O)N4CCN(c5ccccc5)CC4)ccc3c2=O)c1

Screen / compound no.,46,47,48,49,50
NPY2 pot ag,-5,-5,-2,0,-24
NPY1 pot ag,-10,8,5,7,-22
S1P4 ag,0.8,-2.4,0.4,-1.5,1.6
S1P4 antagonist,1,29,-11,4,-4
TRPML3 ag,0.7,0.6,-0.5,0.8,0.5
NPY Y1 blocker,.,-3,0,3,8
TRPN1 ag,-0.7,0.0,-1.4,0.6,-0.1
EP2 mod,-29,-15,27,3,8
CHOP inh,-7,106*,21,17,3
